Vif-APOBEC3G blk: qHTS for Inhibitors of Vif-A3G Interactions: qHTS; DNA dC->dU-editing enzyme APOBEC-3G (Homo sapiens), Q9HC16; HeLa A3G-eYFP + Vif (tagged APOBEC3G with the HIV-1 protein that degrades it), YFP fluorescence, overnight; Potency, µM (doses to about 46.1 µM), for the others: at the top dose activity, negative = active, actives largely listed as inhibitors; hit rate 0.076% among 410,000; AID 602310, 2012;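 further: potency means the concentration at half of the fitted maximal effect; on the % scale 0 is the no-effect control and ±100 the full control effect; nearly all actives have a fitted effect of over 60% in size; hits raise eYFP signal because A3G escapes Vif-driven loss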
Target sequence (Q9HC16 whole entry, looked up): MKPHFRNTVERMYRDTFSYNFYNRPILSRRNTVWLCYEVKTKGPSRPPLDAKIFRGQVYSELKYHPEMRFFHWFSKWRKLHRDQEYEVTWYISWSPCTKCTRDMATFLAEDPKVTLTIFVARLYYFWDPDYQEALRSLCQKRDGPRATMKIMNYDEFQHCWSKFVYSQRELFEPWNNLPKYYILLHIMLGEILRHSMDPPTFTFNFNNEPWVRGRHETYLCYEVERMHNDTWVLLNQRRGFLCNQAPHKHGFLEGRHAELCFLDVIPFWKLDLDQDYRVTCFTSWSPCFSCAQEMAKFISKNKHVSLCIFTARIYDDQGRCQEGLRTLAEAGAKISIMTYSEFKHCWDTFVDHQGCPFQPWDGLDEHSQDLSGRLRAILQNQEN
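HeLa cells stably expressing Vif and C-terminally eYFP-tagged A3G, seeded overnight at 37 deg C, then exposed to compound by pintool overnight at 37 deg C. Rise in yellow fluorescence (Ex 488/Em 500-530, Acumen) marks blocked Vif-driven A3G degradation.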
D2 ag: HTS Assay for Allosteric Agonists of the Human D2 Dopamine Receptor: Primary Screen for Agonists; hit rate 0.53% among 340,000; D(2) dopamine receptor (Homo sapiens), P14416; activation, % at 2 µM; HEK293 T-REx D2 cells, calcium flux agonist mode;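 active means activation over 3 SD above normal in the single-dose calcium agonist read, cut at about 30% in these data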; further: 0% is about no effect
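Agonism is scored from calcium flux in a force-coupled, inducible HEK293 cell line expressing D2, read kinetically for 180 s after compound addition against dopamine controls.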
Vif-APOBEC3F blk: qHTS for Inhibitors of Vif-A3F Interactions: qHTS; HeLa A3F-eYFP + Vif (tagged APOBEC3F with the HIV-1 protein that degrades it), YFP fluorescence increase; hit rate 0.2% among 390,000; Potency, µM (titrated, usually from 46.1 µM), for the others: top-dose activity, negative = active; further: potency means the concentration at half of the fitted maximal effect; % of control where 0% means no effect; nearly all actives have a fitted effect of over 65% in size
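HeLa cells stably expressing Vif plus C-terminally eYFP-tagged A3F were seeded, incubated overnight at 37 deg C, dosed with compound, incubated overnight again at 37 deg C. Yellow fluorescence (Ex 488/Em 500-530) reported blocked Vif-mediated A3F-eYFP degradation.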
ALOX12 inh: Primary qHTS assay for inhibitors of human arachidonate 12S-lipoxygenase (ALOX12): Round 2. purified 12hLO, xylenol orange hydroperoxide absorbance. Potency, µM (titrated, usually from 108 µM), without a hit: at the highest dose activity change, negative = inhibition, actives largely listed as inhibitors. hit rate 1.1% among 580,000; further: potency means the concentration at half of the fitted maximal effect; on the % scale 0 is the no-effect control and ±100 the full control effect
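Purified human 12hLO (150 nM final) in 25 mM Hepes, 0.01% Triton X-100, pH 7.0 was preincubated 15 min at room temperature with compound. Then 40 uM arachidonic acid was added, 30 min. Hydroperoxide was read by Fe-XO absorbance ratio 573/405 nm.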
ERG-DNA inh: qHTS for Small Molecule Inhibitors of the ERG Ets/DNA interaction. Transcriptional regulator ERG (Homo sapiens), P11308. Potency, µM (top dose mostly 76.9 µM), without a hit: at the top dose FP activity, negative = inhibition, hits mostly inhibitors. fluorescence polarization, His-ERG Ets domain / labelled DNA. hit rate 0.028% among 370,000; active means well fitted inhibition curve with a large enough effect in the polarisation, with a control signal flat; inconclusive means small, poorly fitted or top-dose-only effect, or effect the other way, or a change in a side signal; inactive means no such curve, though single readings can be large or run the other way; the % refers to the polarisation;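 further: polarization taken with two DNA probes labelled with fluorescein and Texas red; potency means the concentration at half of the fitted maximal effect; % of control where 0% means no effect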
Target sequence (P11308 whole entry, looked up, the tested form may be a part): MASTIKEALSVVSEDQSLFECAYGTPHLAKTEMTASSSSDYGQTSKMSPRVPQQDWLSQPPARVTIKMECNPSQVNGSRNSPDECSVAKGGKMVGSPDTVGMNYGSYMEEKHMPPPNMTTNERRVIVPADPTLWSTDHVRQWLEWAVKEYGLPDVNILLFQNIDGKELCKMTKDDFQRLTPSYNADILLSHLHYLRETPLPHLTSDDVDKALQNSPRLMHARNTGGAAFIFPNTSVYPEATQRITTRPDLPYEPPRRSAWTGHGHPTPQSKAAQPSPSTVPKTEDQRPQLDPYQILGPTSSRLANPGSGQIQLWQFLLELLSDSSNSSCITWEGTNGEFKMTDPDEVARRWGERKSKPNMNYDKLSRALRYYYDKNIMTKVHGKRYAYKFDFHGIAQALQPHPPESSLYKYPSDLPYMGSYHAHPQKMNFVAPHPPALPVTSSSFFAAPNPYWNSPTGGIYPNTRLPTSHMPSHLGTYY
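His-tagged ERG Ets domain (1 uM in the protein solution; 300mM KCl, 50mM Tris-HCl, 1mM EDTA, 1mM DTT, pH 7.5) received compound, then a probe mix of 5 nM fluorescein-DNA and 100nM Texas-615-DNA. Fluorescence polarization was read for both dyes.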
LDHA inh: qHTS assay for inhibitors of human lactate dehydrogenase. L-lactate dehydrogenase A chain (Homo sapiens), P00338. hit rate 0.15% among 480,000. AID 1347041, 2019. activity change, % (values are at about 110 or 230 µM). purified LDHA, NADH/diaphorase-resazurin fluorescence; active compounds read low; in the data active means activity change below about -30%; inconclusive means mostly about -25% to -30%;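 further: plate controls were DMSO wells for no effect and wells without enzyme for full effect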
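Human LDH5 at 2 nM final in Tris HCl pH 7.4 with 0.06 mM NADH and 0.2 mM pyruvate, reacted 5 minutes at room temperature. Remaining NADH coupled via diaphorase/resazurin; resorufin fluorescence read at 0 and 20 minutes, normalized to enzyme-free and DMSO wells.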
GRP78 ERSR act: qHTS for Inducers of the Endoplasmic Reticulum Stress Response (ERSR) in Human Glioma: qHTS; U87-MG GRP78 promoter luciferase reporter, 16 h; Potency, µM, for the others: at the highest dose activation, most hits filed as activators; hit rate 0.02% among 420,000; AID 602332, 2012; further: potency means the concentration at half of the fitted maximal effect; series mostly up to about 76 µM; % of control where 0% means no effect; nearly all actives have a fitted effect of over 35% in size
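Stably transfected U87-MG human glioma cells carrying a GRP78-based luminescent sensor were seeded at 1000 cells/well, pin-dosed with compounds and incubated 16 h. Luciferase reagent was then added, and end-point luminescence was read after 10 min at room temperature.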
D2 antag: HTS Assay for Allosteric Antagonists of the Human D2 Dopamine Receptor: Primary Screen for Antagonists. HEK293 TREx D2 cells, calcium flux, dopamine EC80. D(2) dopamine receptor (Homo sapiens), P14416. hit rate 2% among 340,000. inhibition, % at 10 µM; in the data active means inhibition above about 30%; further: 0% is about no effect
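Overnight-induced (tetracycline, 30 C) HEK293 T-REx cells carrying force-coupled D2 receive a no-wash calcium dye, then compound, then EC80 dopamine at 180 s; signals are read kinetically throughout.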
RGS4 inh: Inhibitors of Regulator of G Protein Signaling (RGS) 4: qHTS; Transcreener GDP fluorescence polarization, RGS4-accelerated GTP hydrolysis; Potency, µM (top dose mostly 114 µM), without a hit: at the top dose activity change, negative = inhibition, hits mostly inhibitors; Regulator of G-protein signaling 4 (Homo sapiens), P49798; hit rate 0.039% among 390,000; further: potency means the concentration at half of the fitted maximal effect; on the % scale 0 is the no-effect control and ±100 the full control effect; nearly all actives have a fitted effect of over 75% in size; some results filed as inactive show a strong effect at the top dose
Target sequence (P49798 whole entry, looked up): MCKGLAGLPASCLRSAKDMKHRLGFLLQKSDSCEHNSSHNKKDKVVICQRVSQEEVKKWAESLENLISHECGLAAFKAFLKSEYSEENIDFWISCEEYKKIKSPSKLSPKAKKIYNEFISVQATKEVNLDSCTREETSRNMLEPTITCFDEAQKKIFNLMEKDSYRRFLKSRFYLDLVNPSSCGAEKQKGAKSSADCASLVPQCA
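MLSMR compounds (23 nl, pin-transferred) preincubated 10 min at room temperature with a 500nM (2x) first reagent, then RGS4 at 900nM (2x) plus Transcreener GDP mix added; fluorescence polarization (620/688 nm) read before and after 90 min at 30 °C.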
* = called active by the depositor; ? = inconclusive; / = not tested or not shown; [ ] = dose if it differs, or a comment. Unless noted, the call rests on the fitted dose curve; in most records, active means well fitted curve in the direction sought with a large enough effect; inconclusive means small, poorly fitted or top-dose-only effect, or another doubt; inactive means no such curve, though single readings can be large; an effect the other way counts as inactive or inconclusive.

SMILES | Vif-APOBEC3G blk | D2 ag | Vif-APOBEC3F blk | ALOX12 inh | ERG-DNA inh | LDHA inh | GRP78 ERSR act | D2 antag | RGS4 inh
C=CCOc1c(Br)cc(/C=N\n2nnnc2N)cc1OC | -8% | -2.1 | -8% | 7% | 0% | -9 | -5% | -9 | 16%
CCCN(CCC)C(=O)C[n+]1cccc(/C=N/O)c1 | 1% | 0.7 | 4% | 2% | 4% | -6 | -4% | -6 | -10%
COc1ccc(-c2csc(NC(=O)c3c(C)noc3C)n2)cc1 | -7% | / | 3% | 0% | 14% | 5 | 0% | / | -18%
CCCCCCC(=O)Nc1nnc(CC)s1 | -2% | -4.2 | / | -7% | 11% | 0 | -1% | -24 | 22%
COc1cc(N=Cc2c(CO)cnc(C)c2O)cc(OC)c1OC | 0% | 0.7 | 0% | ? | -6% | 7 | -1% | -21 | -31%
COc1ccccc1NC(=O)C1=C(C)Nc2ncnn2C1c1ccc(C)o1 (centres undefined) | 0% | -2.8 | -5% | 1% | 1% | 4 | -2% | 2 | 20%
O=C1CC2(CCN(C(=O)c3cccc([N+](=O)[O-])c3)CC2)Oc2ccccc21 | 0% | 0.1 | 8% | -19% | -4% | 1 | -3% | 14 | 0%
CCN(CC(=O)NCc1cccs1)C(=O)c1cccc(S(=O)(=O)N2CC(C)OC(C)C2)c1 (centres undefined) | 1% | / | 1% | 7% | 1% | -6 | -2% | / | -11%
COc1ccccc1NC(=O)C1=C(C)Nc2nnnn2C1c1ccncc1 (centres undefined) | -4% | -0.2 | 0% | 0% | 4% | -2 | -4% | 4 | -6%
O=C(Nc1ccc(F)cc1)Nc1cc(OCC(F)(F)F)cc(OCC(F)(F)F)c1 | -15% | 5.4 | -24% | 16% | -7% | -2 | -2% | 14 | -2%
CC(OC(=O)c1cccc(S(=O)(=O)N2CCOCC2)c1)C(=O)NC1CCCCC1C (centres undefined) | 5% | 1.3 | -4% | 0% | -4% | -4 | 0% | -14 | -3%
CCOC(=O)N1CCN(S(=O)(=O)c2ccc(OCC)cc2)CC1 | 2% | 0.7 | 3% | 5%[57.4 µM] | / | -2 | 0% | 2 | 4%
CCOC(=O)CN(C(=O)CSc1nnc2c(n1)[nH]c1ccccc12)c1ccccc1 | -2% | -0.4 | 6% | 0% | 2% | -4 | -5% | 7 | -25%
CCSc1nnc(-c2ccccc2NC(C)=O)c(=O)[nH]1 | 3% | 1.1 | -23% | -5% | 6% | -5 | -4% | 20 | -3%
COc1ccccc1N1CCN(C2CCN(C(=O)c3ccc(F)cc3)CC2)CC1 | 0% | 28 | 1% | -26% | -3% | -4 | -3% | 25 | -5%
Cc1c(N(C)C(=O)c2ccccc2F)c(=O)n(-c2ccccc2)n1C | -7% | 0.1 | 4% | -12% | 3% | -8 | 0% | -2 | -7%
COCC(=O)Nc1nnc(SCC(=O)N2CCCCC2)s1 | 1% | 1.3 | 6% | -11% | -11% | -7 | -2% | 11 | 1%
C=C1CCN([C@@H](CC(C)C)C(=O)NCc2ccc(Cl)cc2)S(=O)(=O)c2ccccc21 | 1% | / | 7% | -13% | 5% | -6 | -3% | / | -13%
COc1ccc(CNc2nccs2)cc1OC | 3% | -1.0 | 12% | 8% | -11% | -6 | -3% | 0 | 8%
COc1cccc(CN2CCNC(=O)C2CC(=O)N(C)CCc2ccccn2)c1 (centres undefined) | 0% | -0.4 | -7% | 1% | -12% | -2 | 0% | 0 | 13%
CCN(CC(=O)Nc1ccc(OC)cc1)C(=O)Cc1cccs1 | 0% | -0.8 | 8% | ? | 14% | -1 | 2% | -5 | -1%
CN1CCN(c2nc(Nc3cccc(C(F)(F)F)c3)nc(N3CCOCC3)n2)CC1 | -10% | 0.8 | -7% | ? | 5% | 2 | -6% | -7 | -3%
COc1c(N2CCN(C(=S)NC3CC4CCC3C4)C(C)C2)c(F)cc2c(=O)c(C(=O)O)cn(C3CC3)c12 (centres undefined) | 4% | -0.6 | 2% | ? | 0% | 2 | -2% | -5 | 2%[56.9 µM]
Cc1ccccc1C1CC(=O)NC2=C1C(=O)CCC2 (centres undefined) | -1% | / | 0% | 0% | 1% | 1 | -4% | / | 22%
CSCC[C@H](NC(=O)OC(C)(C)C)c1nnc(SCC(=O)Nc2ccc(C)cc2C)o1 | 0% | -1.0 | -5% | 21% | 2% | -6 | -4% | 0 | 5%

Arranged by molar mass (lowest first): seven of the compounds above
SMILES | Vif-APOBEC3G blk | D2 ag | Vif-APOBEC3F blk | ALOX12 inh | ERG-DNA inh | LDHA inh | GRP78 ERSR act | D2 antag | RGS4 inh
COc1ccc(CNc2nccs2)cc1OC | 3% | -1.0 | 12% | 8% | -11% | -6 | -3% | 0 | 8%
CCCN(CCC)C(=O)C[n+]1cccc(/C=N/O)c1 | 1% | 0.7 | 4% | 2% | 4% | -6 | -4% | -6 | -10%
COCC(=O)Nc1nnc(SCC(=O)N2CCCCC2)s1 | 1% | 1.3 | 6% | -11% | -11% | -7 | -2% | 11 | 1%
C=CCOc1c(Br)cc(/C=N\n2nnnc2N)cc1OC | -8% | -2.1 | -8% | 7% | 0% | -9 | -5% | -9 | 16%
O=C(Nc1ccc(F)cc1)Nc1cc(OCC(F)(F)F)cc(OCC(F)(F)F)c1 | -15% | 5.4 | -24% | 16% | -7% | -2 | -2% | 14 | -2%
CC(OC(=O)c1cccc(S(=O)(=O)N2CCOCC2)c1)C(=O)NC1CCCCC1C (centres undefined) | 5% | 1.3 | -4% | 0% | -4% | -4 | 0% | -14 | -3%
CSCC[C@H](NC(=O)OC(C)(C)C)c1nnc(SCC(=O)Nc2ccc(C)cc2C)o1 | 0% | -1.0 | -5% | 21% | 2% | -6 | -4% | 0 | 5%

Returning to the listing, starting 2 compounds before the break.
SMILES | Vif-APOBEC3G blk | D2 ag | Vif-APOBEC3F blk | ALOX12 inh | ERG-DNA inh | LDHA inh | GRP78 ERSR act | D2 antag | RGS4 inh
Cc1ccccc1C1CC(=O)NC2=C1C(=O)CCC2 (centres undefined) | -1% | / | 0% | 0% | 1% | 1 | -4% | / | 22%
CSCC[C@H](NC(=O)OC(C)(C)C)c1nnc(SCC(=O)Nc2ccc(C)cc2C)o1 | 0% | -1.0 | -5% | 21% | 2% | -6 | -4% | 0 | 5%
COc1ccccc1N1CCN(c2ccc([N+](=O)[O-])nc2)CC1 | -8% | 0.6 | -12% | -9% | 1% | -2 | 4% | 4 | -5%
CCOc1ccc(NC(=O)CN(C)C(=O)c2ccc(N3CCCC3)c([N+](=O)[O-])c2)cc1OCC | 1% | 0.0 | -6% | -5% | -6% | 0 | -5% | -8 | 4%
O=C(CCNC(=O)N1CC(=O)Nc2ccccc21)NCc1ccc(Cl)cc1 | -3% | / | 2% | 11% | / | -7 | 2% | / | /
CCCc1nc(SCC(=O)NC2CCCC2)c2ccccc2n1 | -2% | 2.0 | 4% | -1% | 11% | 1 | -8% | -3 | 9%
Cc1cc(/C=N\NC(=O)c2cccs2)c(C)n1-c1ccc2ncccc2c1 | -26% | 0.3 | -12% | 36%[activator] | -7% | -3 | -6% | 10 | -4%
Cc1cc(C)c(NC(=O)C2CCCN(S(=O)(=O)c3c(C)noc3/C=C/N(C)C)C2)c(C)c1 (centres undefined) | 1% | 0.4 | 15% | -11% | -16% | -5 | -4% | 33* | -3%
Nc1cccc(-n2nnnc2CN2CCOCC2)c1 | 2% | 0.5 | 6% | -14% | 1% | -3 | -3% | 8 | ?
CCN1CCN(CCC2Oc3cc([N+](=O)[O-])ccc3NC2=O)CC1 (centres undefined) | 3% | 1.0 | 4% | -3% | 13% | -4 | -7% | -17 | -17%
O=C(O)COc1ccc(C(NC(=O)c2c(F)cccc2F)NC(=O)c2c(F)cccc2F)cc1 | 0% | -1.7 | 0% | 0% | 1% | -13 | -4% | -6 | 21%
COc1cc(/C=C2\N=C(c3ccccc3)OC2=O)ccc1OCc1c(C)no[n+]1[O-] | 2% | -0.3 | -11% | -15% | 2% | 0 | 1% | 4 | 3%[11.4 µM]
O=C(NCc1ccccc1)c1nc(-c2cccs2)no1 | -2% | -2.0 | -8% | -1% | -7% | -9 | 6% | 36* | 8%
CCc1ccc(NCc2cc3ccc(OC)cc3n(CC(=O)Nc3ccc(F)cc3F)c2=O)cc1 | -10% | -1.0 | -12% | 88%[activator] | -5% | 6 | -4% | / | -17%
Cc1nonc1C(=O)N/N=C/c1ccc(O)cc1 | 3% | 2.1 | 8% | -6% | 15% | -3 | -3% | 3 | 10%
COc1ccc(F)cc1C(=O)C1CCCN(Cc2ccc(Sc3nncn3C)o2)C1 (centres undefined) | -3% | 1.1 | 2% | ? | 11% | -3 | 0% | 31* | 11%

These rows are one share of the data; rates above refer to the full screens.
